Source: PubChem (The Scripps Research Institute Molecular Screening Center)
PAD4 inh – human PAD4 inhibitors, primary screen, biochemical, fluorescence polarization, 1536-well format. Protein-arginine deiminase type-4 (Homo sapiens), Q9UM07. AID 485272, 2010. inhibition, % at 6.36 µM. recombinant PAD4, RCA probe fluorescence polarization. 330,000 tested, 0.41% active;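 active = percent inhibition above a cutoff equal to the mean of all tested compounds plus 3 SD, cut at about 15% in these data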;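 also: 0% = PAD4 with RCA probe and DMSO and 100% = probe without PAD4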
GSTO1 inh – inhibitors of recombinant GSTO1, primary screen, counter-screen for RBBP9 inhibitor project, biochemical, fluorescence polarization | 300,000 tested, 1.1% active | inhibition, % at 5.96 µM | activity-based probe fluorescence polarization | Glutathione S-transferase omega-1 (Homo sapiens), P78417;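 active = inhibition above the campaign mean inhibition plus 3 SD, cut at about 35% in these data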;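 also: 0% = GSTO1-1 with DMSO and 100% = wells lacking GSTO1-1 enzyme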
Target sequence (P78417 whole entry, looked up): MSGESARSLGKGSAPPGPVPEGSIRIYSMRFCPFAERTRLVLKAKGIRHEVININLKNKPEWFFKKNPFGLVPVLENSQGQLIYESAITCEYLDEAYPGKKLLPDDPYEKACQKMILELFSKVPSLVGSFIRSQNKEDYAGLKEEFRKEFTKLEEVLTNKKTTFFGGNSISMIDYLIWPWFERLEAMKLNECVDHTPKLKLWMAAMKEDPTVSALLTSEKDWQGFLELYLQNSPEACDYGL
LYPLA2 inh – LYPLA2 inhibitors, primary screen, counter-screen for PME1 inhibitor project, biochemical, fluorescence polarization, FP-Rh probe ABPP; inhibition, % at 5.9 µM; Acyl-protein thioesterase 2 (Homo sapiens), O95372; 320,000 tested, 0.38% active; recombinant LYPLA2;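 active = inhibition above the screen-wide mean plus 3 SD, limit set per campaign, cut at about 26% in these data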;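 also: 0% = LYPLA2 with DMSO and 100% = wells lacking LYPLA2 enzyme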
PAFAH2 inh – PAFAH2 enzyme inhibitors, primary screen, biochemical, fluorescence polarization, human | AID 492956, 2010 | Platelet-activating factor acetylhydrolase 2, cytoplasmic (Homo sapiens), Q99487 | recombinant PAFAH2, FP-rhodamine activity probe | 340,000 tested, 0.99% active | inhibition, % at 3.39 µM;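 active = inhibition above the mean over all tested compounds plus 3 SD, cut at about 30% in these data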;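 also: inhibitors block probe labeling of enzyme so polarization drops; 0% = enzyme with DMSO and 100% = wells lacking PAFAH2 protein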
LYPLA1 inh – LYPLA1 inhibitors, primary screen, counter-screen for PME1 inhibitor project, biochemical, fluorescence polarization, FP-Rh probe ABPP. Acyl-protein thioesterase 1 (Homo sapiens), O75608. AID 2174, 2009. 320,000 tested, 0.16% active. recombinant LYPLA1. inhibition, % at 5.9 µM;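 active = inhibition above the mean of all tested compounds plus 3 SD, set per campaign, cut at about 14% in these data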;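 also: inhibitors block serine hydrolase probe labeling of LYPLA1 so polarization falls; 0% = enzyme with DMSO and 100% = wells lacking LYPLA1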
PME-1 primary – PME-1 inhibitors via competitive probe labeling, primary screen, biochemical, fluorescence polarization, FP-Rh probe, HTS; Protein phosphatase methylesterase 1 (Homo sapiens), Q9Y570; recombinant PME-1; inhibition, % at 5.9 µM; 320,000 tested, 0.53% active;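 active = inhibition above the campaign mean of all compounds plus 3 SD, cut at about 26% in these data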;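 also: competitive labeling of PME-1 active site by serine hydrolase directed probe; 0% = PME-1 with DMSO and 100% = wells lacking PME-1 enzyme; inhibitors block probe labeling so polarization falls and inhibition rises; many of its hits are not listed in these tables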
Target sequence (Q9Y570 whole entry, looked up): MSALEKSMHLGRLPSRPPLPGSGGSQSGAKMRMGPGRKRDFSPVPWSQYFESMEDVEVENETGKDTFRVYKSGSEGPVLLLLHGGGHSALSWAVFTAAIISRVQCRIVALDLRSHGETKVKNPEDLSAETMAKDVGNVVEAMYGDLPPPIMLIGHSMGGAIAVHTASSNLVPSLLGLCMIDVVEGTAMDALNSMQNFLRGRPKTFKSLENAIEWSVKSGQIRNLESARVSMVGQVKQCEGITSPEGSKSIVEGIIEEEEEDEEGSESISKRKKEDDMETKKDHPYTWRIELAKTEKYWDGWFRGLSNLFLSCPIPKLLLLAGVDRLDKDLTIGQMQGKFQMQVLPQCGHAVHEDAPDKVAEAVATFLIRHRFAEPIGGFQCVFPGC
PAFAH1B2 inh – PAFAH1B2 enzyme inhibitors, primary screen, biochemical, fluorescence polarization, human. recombinant PAFAH1B2, FP-rhodamine activity probe. inhibition, % at 3.39 µM. 340,000 tested, 1.2% active;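 active = inhibition above the mean of all tested compounds plus 3 SD, cut at about 24% in these data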;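 also: 0% = enzyme with DMSO and 100% = wells lacking PAFAH1B2; many of its hits are not listed in these tables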
pPAFAH inh – pPAFAH enzyme inhibitors, primary screen, biochemical, fluorescence polarization, human; Platelet-activating factor acetylhydrolase (Homo sapiens), Q13093; recombinant pPAFAH, FP-rhodamine probe fluorescence polarization; inhibition, % at 3.39 µM; 330,000 tested, 1.5% active; AID 463082, 2010;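 active = inhibition above the mean inhibition across the screen plus 3 SD, cut at about 25% in these data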;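 also: inhibitors block binding of the rhodamine activity-based probe so polarization drops; 0% = enzyme with DMSO and 100% = wells lacking pPAFAH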
PAFAH1B3 FP inh – PAFAH1B3 enzyme inhibitors, primary screen, biochemical, fluorescence polarization, human; Platelet-activating factor acetylhydrolase IB subunit alpha1 (Homo sapiens), Q15102; recombinant PAFAH1B3, FP-rhodamine probe; inhibition, % at 3.39 µM; 340,000 tested, 0.28% active; AID 492972, 2010;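 active = inhibition above the screen-wide average of all tested compounds plus 3 SD, cut at about 25% in these data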;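 also: 0% = enzyme with DMSO only and 100% = wells lacking PAFAH1B3 protein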
Target sequence (Q15102 whole entry, looked up): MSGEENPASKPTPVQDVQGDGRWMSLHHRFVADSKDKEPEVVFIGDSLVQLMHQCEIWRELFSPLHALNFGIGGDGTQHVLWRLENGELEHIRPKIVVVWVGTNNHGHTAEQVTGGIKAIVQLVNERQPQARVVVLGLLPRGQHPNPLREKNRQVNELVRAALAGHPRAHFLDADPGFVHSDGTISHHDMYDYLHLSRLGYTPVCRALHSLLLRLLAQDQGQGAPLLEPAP
Active calls of the source: *; · = no result given.

mol	PAFAH2 inh	PAFAH1B3 FP inh	LYPLA2 inh	PME-1 primary	PAD4 inh	LYPLA1 inh	PAFAH1B2 inh	pPAFAH inh	GSTO1 inh
COc1cc(/C=C/C(=O)OCC(=O)N2CCCc3ccccc32)ccc1O	51*	6	·	·	-2	·	2	5	·
COc1ccc(CNC(=O)/C=C/C(=O)O)cc1	3	3	3	-7	2	0	5	-6	0
CCN1CCN(C(=O)CN(C)S(=O)(=O)c2ccc(Cl)cc2)CC1	5	-2	-4	-10	3	-2	3	-2	6
COc1ccccc1OCC(=O)N(Cc1nnc(-c2ccccc2Cl)o1)C1CC1	5	6	0	-2	-2	-1	-4	4	-5
CCN(CC)S(=O)(=O)c1cccc2cc(C(=O)O)c(O)cc12	16	-4	-3	10	-2	3	2	2	-16
Cc1noc(C)c1S(=O)(=O)Nc1ccc2c(c1)C(=O)N([C@H](C)CO)C[C@@H](C)[C@@H](CN(C)Cc1ccc3c(c1)OCO3)O2	12	5	·	·	3	·	7	3	·
O=C(COc1ccc2c3c(c(=O)oc2c1)CCC3)N1CCCCC1	5	1	0	4	-5	-1	0	-6	-1
Nn1c(COc2cccc(Br)c2)nnc1SCC(=O)N1CCc2ccccc2C1	-1	3	-1	3	-4	-2	8	-9	-2
CC(C)(C)N(Cc1ccccc1)C(=O)COC(=O)c1ccc(Br)o1	5	0	1	0	0	2	0	1	·
Cc1csc(NC(=O)c2cc(=O)[nH]c3ccc(S(=O)(=O)N4CCOCC4)cc23)n1	5	16	-7	0	-3	1	3	-5	-23
CNC(=S)N(CCc1c(C)[nH]c2ccccc12)Cc1cccnc1	4	3	3	-9	-1	-1	3	-5	-5
CC1CCCCC12NC(=O)N(CC(=O)N1CCN(C(=O)c3cccs3)CC1)C2=O (stereo not given)	-2	7	0	-9	-5	-2	2	4	·

Additional entries
mol	PAFAH2 inh	PAFAH1B3 FP inh	LYPLA2 inh	PME-1 primary	PAD4 inh	LYPLA1 inh	PAFAH1B2 inh	pPAFAH inh	GSTO1 inh
O=C(NCc1ccccn1)Nc1cccc(F)c1	7	8	10	0	1	-1	4	-1	2
Cc1ccn2c(-c3csc(NCc4ccccc4)n3)c(C)nc2c1	2	6	18	13	-3	-3	3	20	11
CCC(=O)Nc1ccc(-c2nc(-c3ccccc3)n(CC(=O)N3CCCCC3)n2)cc1	-8	8	14	-5	-2	1	2	-8	12
CC(=O)Nc1ccc(NC(=O)CS(=O)(=O)c2cn(CC(=O)N3CCCC3)c3ccccc23)cc1	2	-6	15	6	0	0	1	6	3
Cc1ccccc1NC(=O)CCC(=O)OCC(=O)c1cccc([N+](=O)[O-])c1	1	9	4	4	-1	-1	0	1	0
COc1ccc(OCc2cnc(Cl)s2)cc1	3	3	6	-1	-1	2	5	0	3
COc1cc(/C=C(/C#N)C(=O)Nc2ccc(C)cc2)ccc1Oc1nc(Cl)ncc1F	-22	-4	-5	-2	0	-3	-2	2	-2
CCCCN1CNC(=S)N(CCc2ccc(OCC)c(OCC)c2)C1	2	3	1	1	1	1	4	2	10
Cn1cccc1C(=O)OCC(=O)Nc1ccc2c(c1)OCO2	27	-5	-1	5	-2	1	0	0	3
Cc1cccc(C)c1NC(=O)C1CCCN1C(=O)OC(C)(C)C (stereo not given)	5	5	0	-1	2	0	4	-4	-3
CC(NC(=O)C12CC3CC(C)(CC(C)(C3)C1)C2)c1ccncc1 (stereo not given)	11	9	-5	-2	3	-1	25*	7	3
Cc1ccc(/C=C2\SC(=S)N(c3cccnc3)C2=O)cc1	-2	7	-7	-1	-6	-3	3	-6	33

Additional compounds follow.
mol	PAFAH2 inh	PAFAH1B3 FP inh	LYPLA2 inh	PME-1 primary	PAD4 inh	LYPLA1 inh	PAFAH1B2 inh	pPAFAH inh	GSTO1 inh
CC[n+]1ccc2cc(OC)c(OC)cc2c1Cc1ccc(OC)c(OC)c1	6	5	-4	3	-8	1	3	-1	2
Cc1nn(-c2ccccc2)c(C)c1/C=C/C(=O)OC(C)C(N)=O (stereo not given)	-7	3	3	-6	-1	1	3	1	0
c1coc(-c2nnc3sc(C4CCCCC4)nn23)c1	6	-3	2	6	3	-3	1	0	-3
Cc1ccc(N(C)S(=O)(=O)c2ccc(-c3ccc(=O)[nH]n3)s2)cc1C	-8	2	3	-11	-3	2	0	-5	-2
O=C(NNC(=O)NC1CCCCC1)NC1CCCCC1	-2	0	7	7	-4	1	1	7	-1
COCCN(C(=O)CSCC(=O)Nc1cccc(C)c1)c1c(N)n(Cc2ccccc2)c(=O)[nH]c1=O	6	5	2	2	-2	1	4	3	-2
CC(C)(C)Cc1nnc(NC(=O)CCC2CCCCC2)s1	1	16	-1	-4	-2	-1	8	1	9
CC(CSc1nnnn1-c1ccccc1)Cn1c(N2CCCC2)nc2c1c(=O)[nH]c(=O)n2C (stereo not given)	-8	2	-2	0	-2	-2	-2	6	1
COc1cc([N+](=O)[O-])ccc1NC(=O)C[n+]1cccc(C)c1	6	2	3	-5	-5	0	9	-3	-2
COc1ccc(NC(C)=O)cc1NC(C)C(=O)Nc1ccc(S(=O)(=O)N2CCCCC2)cc1 (stereo not given)	1	4	-2	6	1	-2	2	18	·
CCCCN(C(=O)c1ccccc1Br)C1CCS(=O)(=O)C1 (stereo not given)	6	0	0	1	-1	0	4	4	-1
Fc1cccc(CCN2C(=S)NC[C@@H]2CC2CCCCC2)c1	10	5	2	3	5	-1	-4	-1	-2

(further entries)
mol	PAFAH2 inh	PAFAH1B3 FP inh	LYPLA2 inh	PME-1 primary	PAD4 inh	LYPLA1 inh	PAFAH1B2 inh	pPAFAH inh	GSTO1 inh
Cc1ccc(NC(=O)CNCc2cccs2)cc1Br	6	-2	2	1	5	1	5	2	-5
Nn1c(SCC(=O)Nc2cccc(Br)c2)nnc1C1CC1	-2	5	·	·	-5	·	6	8	·
CCCOc1ccc(C(=O)NCCc2ccccc2)cc1	-6	8	0	-8	-2	-3	-4	-3	-5
O=C(NCC1CCCO1)c1ccccc1S(=O)(=O)c1ccc([N+](=O)[O-])cc1 (stereo not given)	0	2	0	1	-6	4	6	4	-1
CC1CN=C(c2cccn2Cc2ccc(F)cc2Cl)O1 (stereo not given)	1	4	-2	3	0	0	-2	3	-1
CCOC(=O)c1sc(=S)n(-c2ccc(C)cc2)c1SC	3	10	-1	-5	-4	0	1	5	4
OC1(c2ccc3c(c2)OCO3)CCN(Cc2ccccn2)CC1	6	4	-3	-7	1	-1	-3	1	10
O=C(N/N=C/c1ccc([N+](=O)[O-])cc1)c1[nH]ncc1Br	5	5	-3	2	-5	-1	1	-1	-3
COC(=O)Nc1cccn(Cc2c(Cl)cccc2Cl)c1=O	-1	4	-3	1	-2	-2	2	5	-2
CN(CC(=O)Nc1ccc(F)c(F)c1F)C(=O)CCCSc1nc2ccccc2[nH]1	0	3	0	1	0	0	5	6	0
CN(C(=O)COC(=O)CNC(=O)CNC(=O)c1ccc(Cl)cc1Cl)c1ccccc1	1	-5	0	-6	0	0	-3	0	11
CCCC(=O)Nc1ccc2c(c1)nc(CN1CCCCC1)n2C	-1	2	5	-9	2	2	4	0	-1

(continued)
mol	PAFAH2 inh	PAFAH1B3 FP inh	LYPLA2 inh	PME-1 primary	PAD4 inh	LYPLA1 inh	PAFAH1B2 inh	pPAFAH inh	GSTO1 inh
COc1cc(C2Nc3cccc4cccc(c34)N2)ccc1O	-29	37*	-15	27*	-5	-19	25*	5	31
O=C(NCCS(=O)(=O)N1CCN(c2ccccc2)CC1)c1cccc(F)c1	10	2	1	-1	0	0	0	-3	7
Cc1cc(C)c(C#N)c(SCc2ccccc2)n1	-5	5	8	-2	-5	2	2	3	-4
CCSc1ccccc1C(=O)NCc1ccco1	3	5	-1	2	-3	1	5	-7	1
CCOC(=O)C(Cc1ccc(NC(=O)/C(=C\c2ccccc2)NC(=O)c2ccccc2)cc1)N1C(=O)c2ccccc2C1=O (stereo not given)	-26	-8	-36	-37	-6	-14	-1	-10	-5
Cc1ccc(NC(=O)C2OCCc3ccccc32)cc1C (stereo not given)	3	-3	-3	5	-4	-2	3	-2	-4
COc1cc(OC)c(OC)cc1CNCCNC(=O)c1ccco1	-5	5	-3	4	-3	1	0	1	-1
Cc1cc(SCC(=O)c2ccc(O)c(O)c2)n2nc(C)c(-c3ccccc3)c2n1	17	13	7	15	-2	-17	-1	72*	35*
COc1ccc(N2CCN(CCNC(=O)Nc3cc(Cl)ccc3OC)CC2)cc1	-4	3	21	-2	-1	3	1	8	-1
O=c1c2ccccc2nnn1CSc1nnnn1-c1ccc(O)cc1	-2	-1	3	6	1	0	4	-3	-6
O=C(CSc1nc2ncccc2[nH]1)c1ccc(F)cc1	-4	4	9	1	-1	-1	-1	0	1
CCCn1c(=N)n(CC(=O)c2ccc([N+](=O)[O-])cc2)c2ccccc21	2	10	3	14	-1	4	2	11	11

Following part
mol	PAFAH2 inh	PAFAH1B3 FP inh	LYPLA2 inh	PME-1 primary	PAD4 inh	LYPLA1 inh	PAFAH1B2 inh	pPAFAH inh	GSTO1 inh
CC(C)c1ccc(NC2CCCN(C(=O)c3n[nH]c4c3CCC4)C2)cc1 (stereo not given)	3	2	8	0	0	4	27*	3	-2
COC(=O)Cc1ccc(NC(=S)N2CCN(c3ccc(F)cc3)CC2)cc1	8	8	4	2	-4	0	0	-1	5
COc1ccc(C(C)=O)cc1CSc1nnc(C)n1-c1ccccc1	7	4	3	-1	-4	1	-2	7	4
Cc1ccc(-c2nnc(SCC(=O)N/N=C/c3ccc(C(=O)O)cc3)n2C2CCCCC2)cc1	5	4	-2	-5	2	-5	2	1	-1
COc1cc(C(=O)NCCCNc2nc3c(C)cc(C)cc3cc2C#N)cc(OC)c1OC	0	3	1	-3	-3	-3	6	4	-3

This is a subset; rates above refer to the full screens.
